# Assay outcomes as filed in PubChem BioAssay.
# H9c2 TAG inh: inhibitors of triacylglycerol accumulation; inhibition, % at 12.5 µM; 230,000 tested, 0.66% active; H9c2 cells, Nile Red lipid (TAG) fluorescence; cells loaded with 200 µM oleic acid;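 active = pattern-corrected inhibition of lipid staining of at least 50% with the nuclear-stain viability signal not falling by more than 50%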;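 note: 0% = DMSO wells and 100% = triacsin C control wells; some results filed as inactive read as strong as hits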
# H9c2 TAG inh DAPI viability: further read-out of H9c2 TAG inh, marked with its call; DAPI nuclei signal change (viability), lower = more cytotoxic, %;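 whole-well DAPI fluorescence read on a plate reader as a viability signal; minus 50 percent equals half of cells still viable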
# Starred values were filed as active, the others as inactive.
(1) COc1cccc2c1OCC1COc3c(c(=O)n(C)c(=O)n3C)C21 (configuration not stated)
(2) CN(C(=O)CC1C(=O)NCCN1CC(c1ccccc1)c1ccccc1)C(C1CC1)C1CC1 (configuration not stated)
(3) CCN(CC)S(=O)(=O)c1cccc(NC(=O)c2cc3ccccc3o2)c1
(4) CCN(CC(=O)Nc1ccc(NC(C)=O)cc1)C(=O)CSCC(=O)Nc1ccc(C)cc1
(5) O=C(COC(=O)CNC(=O)C1CCCCC1)Nc1ccccc1
(6) COc1ccc(Cl)cc1C(=O)NNC(=O)COC(=O)CC(NC(C)=O)c1ccccc1 (configuration not stated)
(7) COc1cc(OC)c(N(C)S(=O)(=O)c2cccc(C(=O)NC(C)C3CC4CCC3C4)c2)cc1Cl (configuration not stated)
(8) O=C(CNc1ccccc1F)Nc1cccc(S(=O)(=O)N2CCCCC2)c1
Compound	1	2	3	4	5	6	7	8
H9c2 TAG inh	5	-4	19	0	-4	-1	12	-16
H9c2 TAG inh DAPI viability	5	0	-2	3	3	7	-4	4

(9) O=C(CCCCCN1C(=O)c2cccc3cccc(c23)C1=O)NCc1cccnc1
(10) COc1cc2nc(Cl)nc(N3CCOCC3)c2cc1OC
(11) COc1ccc(NC(=O)C(=O)N/N=C(\C)CC(=O)Nc2ccccn2)c(OC)c1
(12) CCCC(=O)N1CCOCC1c1cc(C(=O)Nc2ccccc2)no1 (configuration not stated)
(13) Cc1nnc(-c2ccc(Cl)cc2)nc1NCCN(C)C
(14) O=C(c1cccc(S(=O)(=O)N2CCCCC2)c1)N1CCN(S(=O)(=O)c2ccc(F)cc2)CC1
(15) Cc1ccc(C)c(N(C(=O)Cn2nnc3ccccc32)C(C(=O)NCc2ccco2)c2ccncc2)c1 (configuration not stated)
(16) S=c1[nH]c2cc(Cl)c3cccnc3c2o1
Compound	9	10	11	12	13	14	15	16
H9c2 TAG inh	1	12	-2	-2	11	2	12	-10
H9c2 TAG inh DAPI viability	-6	-5	14	14	13	-9	-3	7

(17) O=C(CCCn1c(=S)[nH]c2ccccc2c1=O)NCCSCc1ccccc1
(18) COc1ccc(CCNC(=O)c2ccco2)cc1
(19) CN(CC(=O)Nc1c(Cl)cccc1Cl)C(=O)CNC(=O)c1ccc2ccccc2c1
(20) O=C1Nc2ccccc2C12OCC(COc1ccc(Cl)cc1)O2 (configuration not stated)
(21) CCOC(=O)C1=C(CNC2CCCCC2)NC(=O)NC1c1cc(C)ccc1C (configuration not stated)
(22) CCSc1nnc(NC(=O)C2CC(=O)N(Cc3ccccc3)C2)s1 (configuration not stated)
(23) CCOc1ccc(C(=O)NNC(=O)CCNC(=O)c2ccco2)cc1OC
(24) CC(C)CNS(=O)(=O)c1ccc(CCC(=O)NCC2CCCO2)cc1 (configuration not stated)
Compound	17	18	19	20	21	22	23	24
H9c2 TAG inh	-2	13	4	-22	4	-40	7	3
H9c2 TAG inh DAPI viability	9	-5	-6	-6	8	-2	-1	-7

(25) OC[C@@H]1CN(CCN2CCOCC2)C[C@H](n2cnc3c(NC4CC4)ncnc32)O1
(26) COc1ccc(S(=O)(=O)N2CCOC23CCN(S(C)(=O)=O)CC3)cc1
(27) O=C(O)/C=C/C(=O)Nc1ccc(-n2nccc2C(F)(F)F)cc1
(28) Cc1ccc(C)c(C(O)c2ncc(-c3cccc4ccccc34)[nH]2)c1 (configuration not stated)
(29) O=C(NCc1ccco1)c1c(Cl)cccc1Cl
(30) CC(CCc1ccccc1)NCc1ccc(Cl)cc1Cl (configuration not stated)
(31) Cc1cccc(NCc2nc(-c3ccccc3)no2)c1
(32) O=C(COC(=O)/C=C/c1ccc2c(c1)OCO2)NC1CCS(=O)(=O)C1 (configuration not stated)
Compound	25	26	27	28	29	30	31	32
H9c2 TAG inh	-7	-5	16	-2	14	-6	5	7
H9c2 TAG inh DAPI viability	7	4	-23	-5	-8	8	-1	-4

# Reformatted with each value named: part of the list above
19) CN(CC(=O)Nc1c(Cl)cccc1Cl)C(=O)CNC(=O)c1ccc2ccccc2c1
- H9c2 TAG inh: 4
- H9c2 TAG inh DAPI viability: -6
31) Cc1cccc(NCc2nc(-c3ccccc3)no2)c1
- H9c2 TAG inh: 5
- H9c2 TAG inh DAPI viability: -1
5) O=C(COC(=O)CNC(=O)C1CCCCC1)Nc1ccccc1
- H9c2 TAG inh: -4
- H9c2 TAG inh DAPI viability: 3
27) O=C(O)/C=C/C(=O)Nc1ccc(-n2nccc2C(F)(F)F)cc1
- H9c2 TAG inh: 16
- H9c2 TAG inh DAPI viability: -23

# Additional structures.
(33) CCOC(=O)C1=NOC2COC3(CCN(c4ncccn4)CC3)OCC12 (configuration not stated)
(34) CC(C)(C)C(=O)Nc1ccc(N2CCN(C(=O)c3cccs3)CC2)cc1
(35) CN(CC(=O)Nc1ccccc1Br)CC(=O)NC(c1ccccc1)c1ccccc1
(36) CC1(C)C2CCC(CN)C1C2 (configuration not stated)
(37) CCOC(=O)N1CCN(C(=O)CCCCCn2c(=S)[nH]c3cc4c(cc3c2=O)OCO4)CC1
(38) Cc1cc(C(=O)N2CCC2(C)C(=O)NS(=O)(=O)c2cccc(Cl)c2)nn1C (configuration not stated)
(39) Cc1c([N+](=O)[O-])oc2c1C(=O)NCCC2
(40) Cc1cccc(-c2nc(C#N)c(NCc3ccco3)o2)c1
Compound	33	34	35	36	37	38	39	40
H9c2 TAG inh	-2	-14	-16	2	-3	-4	14	3
H9c2 TAG inh DAPI viability	4	7	-2	-6	-1	10	-1	-5

(41) COc1ccc(Cl)cc1NC(=O)CN(C)C(=O)Cn1[nH]c(=O)c2ccccc2c1=O
(42) COc1cc(/C=C/C(=O)OCC(=O)N2CC3(C)CC2CC(C)(C)C3)ccc1O (configuration not stated)
(43) COc1ccccc1N1CCN(C(=O)c2ccccc2SCC(=O)N2CCCC2)CC1
(44) S=C(Nc1ccccc1)Nc1ccc2ccccc2c1
(45) CCC(C(=O)O/N=C(\N)c1ccccc1)c1ccccc1 (configuration not stated)
(46) Cn1c(=O)c2c(SCc3cccnc3)nc(C3CC3)nc2n(C)c1=O
(47) Cc1ccc(NC(=O)CCC(=O)c2cccs2)c(Br)c1
(48) CCCOc1ccc(N2CC(C(=O)Nc3ccc(N4CCOCC4)cc3)CC2=O)cc1 (configuration not stated)
Compound	41	42	43	44	45	46	47	48
H9c2 TAG inh	25	-1	10	-8	-8	5	3	-19
H9c2 TAG inh DAPI viability	-7	-1	9	5	-5	6	-5	-5

(49) O=C(CSc1n[nH]c(=O)n1Cc1ccccc1)Nc1ccc(N2CCOCC2)cc1
(50) Cc1ccc(O)c(CNc2cccc(C)n2)c1
(51) CC(C)(C)NC(=O)CN(C(=O)CS(=O)CC(=O)Nc1ccc(F)cc1)c1ccc2c(c1)OCCO2 (configuration not stated)
(52) CCOc1ccccc1C(=O)N[C@H](C(=O)Nc1ccc(OC)c(S(=O)(=O)N2CCOCC2)c1)C(C)C
(53) COC(=O)CNC(c1ccccc1)c1cc(Br)ccc1NC(=O)CCN1CCOCC1 (configuration not stated)
(54) NC(=O)C1(Nc2ccccc2)CCCC1
(55) COc1ccc(CN2CCC(=O)N([C@H](CO)CC(C)C)CC2)cc1
(56) O=C1CCc2cc(S(=O)(=O)N3CCC(C(=O)NC4CCCC4)CC3)ccc2N1
Compound	49	50	51	52	53	54	55	56
H9c2 TAG inh	-7	-7	-5	5	5	-12	-6	14
H9c2 TAG inh DAPI viability	0	4	1	1	2	1	-3	-2

(57) Cc1ccc2c(C)nc(N/C(N)=N/S(=O)(=O)c3ccccc3)nc2c1
(58) CCn1c(CN2CCN(Cc3ccc(C)cc3)C(CCO)C2)nc2ccccc21 (configuration not stated)
(59) CC(C)CN1CCC(Oc2cccc(C(=O)NCCc3ccccc3)c2)CC1
(60) CN(Cc1cn(C)nc1-c1ccc(Oc2ccccc2)cc1)C1CCOC1 (configuration not stated)
(61) O=C(NCc1ccccc1)C(=O)NCC1OCCN1C(=O)c1ccc(Cl)cc1 (configuration not stated)
(62) CCCc1[nH]nc2c1C(c1cc(OC)cc(OC)c1)C(C#N)=C(N)O2 (configuration not stated)
(63) CCOc1cc(C(=O)N(C)Cc2cc3ccccc3[nH]c2=O)cc(OCC)c1OCC
(64) CC(C)c1nnc(NC(=O)CSc2nnc(NC(=O)c3c(F)cccc3F)s2)s1
Compound	57	58	59	60	61	62	63	64
H9c2 TAG inh	-9	-6	36	1	4	3	9	-11
H9c2 TAG inh DAPI viability	6	2	-4	7	-9	-2	-7	-2

(65) Cc1cc(C)nc(Nc2ccccc2Br)n1
(66) CC(=O)n1cc([C@@H]2C=C(C(=O)Nc3ccccc3)O[C@H](OCCCCO)C2)c2ccccc21
(67) COc1cccc(C2CC(c3ccc(NS(C)(=O)=O)cc3)=NN2C(=O)c2ccccc2)c1OC (configuration not stated)
(68) COc1ccc(/C=C2\Oc3ccccc3C2=O)cc1
(69) COc1ccc(C(=O)OCC(=O)NCc2ccco2)cc1S(=O)(=O)N1CCN(c2cccc(Cl)c2)CC1
(70) Cc1cccn2c(=O)c3cc(C#N)c(=O)n(-c4c(C)n(C)n(-c5ccccc5)c4=O)c3nc12
(71) CCOC(=O)C1CCN(C(=O)CS(=O)(=O)Cc2nc(-c3ccccc3Cl)oc2C)CC1
(72) O=C(CSc1nc2cc(S(=O)(=O)N3CCOCC3)ccc2o1)NC1CCCc2ccccc21 (configuration not stated)
Compound	65	66	67	68	69	70	71	72
H9c2 TAG inh	-12	35	3	0	3	-12	-32	3
H9c2 TAG inh DAPI viability	3	-8	2	31	-7	1	0	-10

(73) Cc1cc(C(=O)OCC(=O)Nc2ncc(C(F)(F)F)cc2Cl)c(C)o1
(74) Cc1ccc2c(c1)N(C(=O)CCC(=O)NCCCN1CCC(Cc3ccccc3)CC1)CCO2
(75) O=C(O)c1ccc2c(c1)C1C=CCC1C(c1ccncc1)N2 (configuration not stated)
(76) Cc1cc(C)n(C(=O)/C(C#N)=N\Nc2ccccc2[N+](=O)[O-])n1
(77) CSc1ccc(S(=O)(=O)N2CCC(C(=O)NCCc3ccccc3)CC2)cc1
(78) O=C(CCSc1nnc2ccccn12)Nc1ccc2c(c1)OCO2
(79) CN(C)c1ccc(C(=O)NN2C(=O)c3ccccc3C2=O)cc1
(80) O=C(O)C1CC=CCC1C(=O)Nc1cc(Cl)ccc1Cl (configuration not stated)
Compound	73	74	75	76	77	78	79	80
H9c2 TAG inh	9	61*	4	-6	-10	4	6	3
H9c2 TAG inh DAPI viability	-2	-32*	-6	4	1	-5	1	0

(81) CC1Cc2ccccc2N1CC(=O)NC(c1ccccc1)c1ccccc1 (configuration not stated)
(82) CSCCC(NC(=O)COc1ccccc1)C(=O)OCCOc1ccc(Br)cc1 (configuration not stated)
(83) CCOc1ccc(S(=O)(=O)N2CCCC(C(=O)NCc3ccccc3)C2)cc1 (configuration not stated)
(84) NS(=O)(=O)c1cc(C(=O)OCC(=O)Nc2ccc3c(c2)OCO3)ccc1Cl
(85) CS(=O)(=O)NNC(=O)CN1C(=O)C2C3C=CC(C3)C2C1=O (configuration not stated)
(86) Cc1cccc(-c2nc3ccccc3c(=O)n2NC(=O)Cc2ccc(Cl)cc2)c1
(87) O=C1NCCN/C1=C\C(=O)c1ccc(Br)cc1
(88) CC1CCC2C(=O)N(c3ccc(NC4CCN(Cc5ccccc5)CC4)c([N+](=O)[O-])c3)C(=O)C2C1 (configuration not stated)
Compound	81	82	83	84	85	86	87	88
H9c2 TAG inh	11	-19	-15	-1	-1	0	-5	1
H9c2 TAG inh DAPI viability	-3	7	6	2	-4	-13	8	-4

(89) Cc1cc(Oc2ccc(N)cn2)cc(C)c1Cl
(90) CCOc1ccc(CCN2C(=O)C(=O)N([C@@H](Cc3ccc(O)cc3)CN3CCC[C@@H]3CN3C(=O)C(=O)NC[C@@H]3Cc3ccccc3)C[C@@H]2Cc2ccccc2)cc1
(91) O=C(COc1ccccc1)Nc1nnc(-c2ccc(F)cc2)o1
(92) O=C(O)C1CCN(c2c([N+](=O)[O-])cc(C(F)(F)F)cc2[N+](=O)[O-])CC1
(93) COc1ccc(-c2cnc(C(O)c3ccc(C(C)(C)C)cc3)[nH]2)cc1 (configuration not stated)
(94) COCCN1CC(CNC(=O)c2cc(COc3ccccc3SC)on2)CC1=O (configuration not stated)
(95) COc1ccc(S(=O)(=O)N2CCOCC2)cc1C(=O)N(C)CCOc1ccc(Cl)cc1
(96) COc1ccc(C(=O)OCC(=O)Nc2ccc(F)c(F)c2F)cc1OC
Compound	89	90	91	92	93	94	95	96
H9c2 TAG inh	13	7	3	7	-12	12	-18	-3
H9c2 TAG inh DAPI viability	-13	5	1	-4	11	-3	1	6

(97) O=C(O)c1cccc(Cn2c(Cl)c(/C=N/Nc3ccccc3)sc2=O)c1
(98) Cc1ccccc1OCCCCN1CCCCC1
(99) COc1ccccc1N(C)S(=O)(=O)c1ccc(Cl)c(C(=O)N2CCC(C(N)=O)CC2)c1
(100) CC(C)CNCC(=O)N1c2ccccc2Sc2ccccc21
(101) Cc1cc(NCCN2CCOCC2)n2nc(C)c(-c3ccccc3)c2n1
(102) C#CCOCCOCCOCCNc1nc(N2CCN(C(=O)[C@H](CCCCN)n3cc(CN)nn3)CC2)nc(N2CCN(C(=O)[C@H](CO)n3cc([C@@H](N)C(C)C)nn3)CC2)n1
(103) O=C(Cn1nnc(-c2ccccc2NC(=O)c2ccccc2)n1)Nc1ccc2c(c1)OCCO2
Compound	97	98	99	100	101	102	103
H9c2 TAG inh	23	-4	-5	-4	29	-8	-14
H9c2 TAG inh DAPI viability	-18	-4	8	13	3	3	9

# Some of the compounds tested, so the mix of outcomes need not match the whole.
